M5 antag – CHRM5 antagonism in calcium assay; P08912; 360,000 compounds, 0.59% hits; inhibition, % at 3 µM; CHO-hM5 cells, Fluo-8 calcium fluorescence, ACh EC80;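 active = inhibition above a per-plate cutoff, the mean of that plate's test compounds plus 3 SD, cut at about 27% in these data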;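 note: 0% = acetylcholine EC80 with DMSO and 100% = DMSO without agonist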
CHRM4 PAM – CHRM4 positive allosteric modulation | CHO-K1 hM4/Gqi5, Fluo-8 calcium fluorescence, ACh EC20; 0% = ACh EC20, 100% = maximal ACh | activation, % at 3 µM | 360,000 compounds, 0.4% hits | AID 624126;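 active = activation above its plate's cutoff, the mean activation of sample wells plus 3 SD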; note: some results filed as inactive read as strong as hits
M5 PAM – potentiates acetylcholine response at human M5 receptor | 360,000 compounds, 0.3% hits | AID 624038 | activation, % at 3 µM | P08912 | CHO-K1 hM5, Fluo-8 calcium, ACh EC20 PAM; 0% = ACh EC20, 100% = ACh EC100;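 active = activation above the run cutoff, the mean activation of all test compounds plus 3 SD, cut at about 18% in these data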
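Probe or stimulus: acetylcholine, EC20 level; Assay system: human M5 receptor in CHO-K1 cells; Schedule: compound preincubation 140 s before EC20 acetylcholine addition; Technique: intracellular calcium via Fluo-8 fluorescence; Dosing: single-point, 3 µM nominal; Read-out basis: percent activation from peak-over-basal fluorescence ratio, scaled EC20-to-EC100 acetylcholine; Repeats: one well per compound, no replicates.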
CRFR2-BP antag – antagonists of CRF-binding protein/CRF-R2 receptor complex; HEK293 CRF-R2/CRF-BP, CRF-induced calcium fluorescence; inhibition, % at 11.8 µM; 350,000 compounds, 0.59% hits;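 active = inhibition of the ligand-induced calcium signal above about 50% at the single tested concentration, limit read from the data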
M4 ag – CHRM4 agonism in calcium assay | CHO-K1 hM4/Gqi5, Fluo-8 calcium fluorescence; vehicle 0%, full acetylcholine response 100% | 360,000 compounds, 0.14% hits | activation, % at 3 µM | AID 624127;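 active = activation above the run mean over all test wells plus 3 SD, cut at about 32% in these data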;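 note: peak over basal fluorescence ratio per well then scaled between controls; 0% = DMSO wells and 100% = acetylcholine at EC100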
CRFR2-BP ag – CRF-BP/CRF-R2 complex agonism; HEK293 CRF-R2/CRF-BP, calcium dye fluorescence (FLIPR); percent of saturating CRF peptide response; activation, % at 13.2 µM; 350,000 compounds, 0.46% hits; AID 588473;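 active = activation of at least 50%, plus an integration ratio under a set limit after plate pattern correction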;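 note: plate controls were neutral control wells without compound for no effect and CRF at EC100 for full effect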
CHRM4 antagonist – antagonists of human muscarinic M4 receptor (CHRM4) | P08173 | CHO-hM4 cells, ACh EC80, Fluo-8 calcium fluorescence | inhibition, % at 3 µM | 360,000 compounds, 0.73% hits | AID 624125;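 active = inhibition above its plate's cutoff, the mean inhibition of sample wells plus 3 SD, cut at about 27% in these data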;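 note: 0% = acetylcholine EC80 with DMSO and 100% = DMSO without agonist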
M5 ag – agonists of human muscarinic M5 receptor (CHRM5); P08912; CHO-K1 hM5 cells, Fluo-8 calcium fluorescence; 0% DMSO wells, 100% maximal acetylcholine response; activation, % at 3 µM; 360,000 compounds, 0.19% hits; AID 624037;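 active = activation above the run's mean over test compounds plus 3 SD, cut at about 23% in these data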;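 note: signal is peak over basal fluorescence ratio across the kinetic read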
IDE inh – cellular human IDE inhibition; AID 434962; P14735; HEK cells, FAbetaB cleavage, fluorescence polarization; inhibition, % at 5.59 µM; 320,000 compounds, 0.41% hits;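 active = percent inhibition above the average of all tested compounds plus 3 SD, set per screening campaign, cut at about 16% in these data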;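 note: IDE supplied by intact live HEK cells; FP after avidin binding of uncleaved biotin substrate so inhibition keeps polarization high; 0% = DMSO wells and 100% = 60 µM reference IDE inhibitor Ii1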
Target sequence (P14735 whole entry, looked up): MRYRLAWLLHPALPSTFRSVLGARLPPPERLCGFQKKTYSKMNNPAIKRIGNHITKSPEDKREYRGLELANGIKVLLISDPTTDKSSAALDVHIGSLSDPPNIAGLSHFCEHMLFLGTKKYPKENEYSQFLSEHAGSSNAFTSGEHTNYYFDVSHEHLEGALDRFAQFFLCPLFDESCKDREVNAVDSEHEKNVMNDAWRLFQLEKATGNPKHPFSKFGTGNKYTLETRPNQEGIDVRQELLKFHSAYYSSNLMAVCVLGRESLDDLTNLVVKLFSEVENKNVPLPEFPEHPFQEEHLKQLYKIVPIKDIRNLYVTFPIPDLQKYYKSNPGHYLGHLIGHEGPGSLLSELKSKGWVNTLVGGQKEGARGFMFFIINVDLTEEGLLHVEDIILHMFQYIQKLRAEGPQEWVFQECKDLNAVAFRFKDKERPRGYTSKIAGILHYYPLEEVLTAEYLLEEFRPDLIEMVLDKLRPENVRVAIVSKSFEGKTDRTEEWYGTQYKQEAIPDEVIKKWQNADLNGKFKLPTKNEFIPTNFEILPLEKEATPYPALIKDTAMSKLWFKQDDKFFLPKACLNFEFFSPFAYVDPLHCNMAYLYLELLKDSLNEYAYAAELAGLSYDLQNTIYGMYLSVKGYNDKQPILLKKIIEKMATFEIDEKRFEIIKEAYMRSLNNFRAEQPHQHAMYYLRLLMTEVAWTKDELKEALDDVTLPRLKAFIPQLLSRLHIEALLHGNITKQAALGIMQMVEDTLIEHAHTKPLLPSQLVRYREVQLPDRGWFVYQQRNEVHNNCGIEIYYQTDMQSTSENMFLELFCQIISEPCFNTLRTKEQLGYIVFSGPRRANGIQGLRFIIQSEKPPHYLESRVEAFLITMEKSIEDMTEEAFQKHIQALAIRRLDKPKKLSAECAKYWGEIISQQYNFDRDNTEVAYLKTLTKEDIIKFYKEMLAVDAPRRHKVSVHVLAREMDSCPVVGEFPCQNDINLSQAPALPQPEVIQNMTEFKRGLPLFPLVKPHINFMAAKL
Starred values were filed as active, the others as inactive; . = no result given.

SMILES	M5 antag	CHRM4 PAM	M5 PAM	CRFR2-BP antag	M4 ag	CRFR2-BP ag	CHRM4 antagonist	M5 ag	IDE inh
CC(C)C(=O)Nc1ccc(C(=O)N/N=C/C2CC3C=CC2C3)cc1 (stereo not given)	11.1	1.5	-3.3	0.4	1.8	-0.1	-5.0	-1.0	7.7
CCCC(C(=O)NC1CCCC1)N(CC1CCCO1)C(=O)CNS(=O)(=O)c1ccc(F)cc1 (stereo not given)	15.0	-1.4	-0.1	-1.8	0.2	-0.4	-3.1	-4.5	2.2
O=[N+]([O-])c1ccc(OCCO)c(P(=O)(c2ccccc2)c2ccccc2)c1	0.3	-6.4	-4.8	7.8	-0.7	-2.9	3.2	-2.9	2.5
CCN(CC)c1nc2n(c(=O)n1)CCN2CC	3.1	6.6	-1.8	5.5	-1.2	-2.2	2.7	-0.9	3.7
CCC(=O)NC(NC(=S)Nc1c(C)n(C)n(-c2ccccc2)c1=O)C(Cl)(Cl)Cl (stereo not given)	20.0	-8.1	-16.1	13.9	12.1	-1.4	-2.9	0.4	6.5
O=C(Cc1ccccc1)Nc1ccc(C(=O)Nc2ccc(O)cc2)cc1	2.3	-4.8	-4.0	5.2	1.9	-0.5	4.6	-2.9	-2.9
COc1cc(CCCN2C(N)=NC[C@@H]2Cc2ccccc2)cc(OC)c1OC	11.0	6.6	2.5	3.7	2.7	-0.3	-8.2	-3.4	8.3
CCN1CCc2c(sc(NC(=O)c3ccc(S(=O)(=O)N(CC)c4ccccc4)cc3)c2C(N)=O)C1	3.0	8.1	4.9	-149.6	10.7	201.0*	-7.3	6.6	15.5
COc1ccc(C(=O)COC(=O)c2ccc3ccccc3n2)cc1	4.1	8.6	-5.3	6.5	1.5	-1.5	3.6	-2.1	-13.3
CC1C(=O)C(C)C(c2ccccc2F)NC1c1ccccc1F (stereo not given)	11.8	-1.5	-2.7	28.2	2.0	0.6	-12.0	-4.1	-2.0
Cc1cc(C)c(S(=O)(=O)c2cc(F)ccc2C)c(=O)[nH]1	1.7	-1.9	-1.0	-3.8	-0.4	0.2	1.7	-2.4	3.0
c1csc(C2=Nn3c(nnc3-c3ccncc3)SC2)c1	-0.4	12.6	-0.1	-4.8	2.1	-0.9	2.8	-1.4	-7.5
CCC(C)NC(=O)CNC(=O)c1nn(-c2ccc(OC)cc2)c(=O)c2ccccc12 (stereo not given)	4.6	-1.2	-4.2	0.7	5.6	0.4	5.6	0.0	-0.6
Nc1nc(SCC(=O)NCCN2CCOCC2)nc2sc3c(c12)CCC3	0.4	-2.3	1.1	24.1	0.3	2.5	8.7	-3.5	-1.4
Cc1cccc(NC(=O)[C@@H](NC(=O)[C@@H]2Cc3ccccc3CN2)C(C)C)c1	-15.0	13.9	9.9	-13.7	1.1	1.2	-8.4	-2.0	2.6
Cc1ccc2c(CN3CCN(c4ccc(Cl)c(Cl)c4)CC3)cc(=O)oc2c1	6.7	10.3	-0.5	.	1.3	.	0.5	2.6	.
O=C(NCc1ccncc1)[C@@H]1CCCN1C(=O)[C@@H]1CCCN1C(=O)c1c(F)cccc1F	-17.9	15.6	14.7	.	-0.7	.	-8.2	-0.5	.
COC(=O)c1ccc(C(=O)OC)c(NC(=S)N2CCCC(CO)C2)c1 (stereo not given)	-0.7	3.8	4.5	30.6	3.3	0.9	-10.7	-1.5	0.2
COc1cc(NC(=O)Cc2ccc(OC)c(S(=O)(=O)N3CCOCC3)c2)c(OC)cc1Cl	-10.1	1.3	2.5	17.1	6.0	-7.5	1.5	0.2	-2.2
Cc1sc2ncnc(SCC(=O)Nc3ccc(CN4CCCC4)cc3)c2c1C	4.4	-2.2	1.3	1.2	2.9	2.0	3.2	-2.5	3.9
CCC(C)(C)NC(=O)C(c1cccn1C)N(C(=O)Cn1nnc2ccccc21)c1ccc(NC(C)=O)cc1 (stereo not given)	0.6	0.3	13.6	30.2	0.5	1.3	2.1	-1.7	4.8
CS(=O)(=O)c1cnc(-c2ccccc2)nc1Oc1ccc(Cl)cc1	4.0	2.2	0.6	30.6	1.1	-0.4	-0.7	0.9	-3.8
COc1ccc(-n2nc(C(=O)NCC(=O)Nc3cc(OC)c(OC)c(OC)c3)c3ccccc3c2=O)cc1Cl	14.4	-13.1	-11.7	-3.5	17.5	3.6	14.2	3.1	-3.3
O=C(Nc1ccc(Oc2ccccc2)nc1)C1CCCCN1Cc1ccc(OCCO)cc1 (stereo not given)	-3.9	-5.8	6.8	-3.1	1.5	-0.9	3.7	-8.0	3.8
COCC(C)n1c(SCc2nc(N)nc(Nc3ccccc3C)n2)nc2ccccc2c1=O (stereo not given)	-15.8	3.4	12.7	-22.1	0.8	-1.1	-8.6	-0.4	3.4
N#C/C(=C\c1ccc(F)c(Br)c1)C(=O)NC1CC1	4.4	-0.3	5.5	-43.5	1.3	1.2	-1.9	-2.1	-3.7
O=C(O)c1ccccc1Nc1ccnc(Cl)n1	-4.6	5.2	-0.8	3.7	0.1	3.1	11.4	0.7	-3.1
O=C(COC(=O)CNC(=O)c1cc(Cl)cc([N+](=O)[O-])c1)NC(=O)NCc1ccco1	11.8	4.2	-6.8	3.3	1.2	-3.8	-9.9	0.6	1.5
Cn1cccc1/C=C1\SC(=S)N(NC(=O)c2ccccc2)C1=O	11.6	-12.1	-17.6	-3.1	13.5	3.5	6.1	4.8	11.2
O=S(=O)(c1ccccc1)N1CCC(N2CCCCCC2)CC1	13.5	-18.6	-9.0	2.3	0.8	-0.8	22.6	-6.8	0.1
N#Cc1nc(Cc2ccccc2)oc1NCCc1ccccc1	2.7	-1.6	-3.5	16.3	-2.7	-1.9	16.9	-6.4	-0.2
Cc1ccccc1Cn1c2ccccc2c2cnn(CC(=O)NCc3ccco3)c(=O)c21	0.8	-0.6	9.9	-1.1	0.1	0.3	-2.0	3.6	-1.3
CC(Oc1ccc2cc(-c3ccccc3)c(=O)oc2c1)C(=O)NCC1CCC(C(=O)O)CC1 (stereo not given)	1.2	3.8	3.1	6.7	-0.2	-2.0	-1.7	-0.1	-2.3
CCOC(=O)c1ccc(Oc2nc(SC)nc(N(C)C)n2)cc1	-2.9	9.8	-3.8	12.5	-1.5	2.9	4.8	-0.1	1.4
Cn1c(=O)c2c(nc(NN=C3CCCCC3)n2C)n(C)c1=O	-12.2	2.9	5.5	7.6	1.2	0.2	-7.8	-1.6	0.9
C=CCC1(CC=C)CCCN1C(=O)c1cc(COc2cncc(Cl)c2)on1	17.1	-12.0	-23.2	.	16.8	.	11.1	3.1	0.9
Cc1nc(N)c(Cc2ccc(Cl)cc2Cl)c(N)n1	27.7*	-17.8	-16.7	1.3	36.0*	0.8	20.3	2.4	1.3
CCOC(=O)CSC1=N/C(=C/c2ccc(-n3cncn3)cc2)C(=O)N1C(C)=O	9.6	4.0	-1.4	-0.5	1.4	1.8	-7.1	-2.2	-2.3
COCC(C)n1c(SCc2nc3ccccc3c(=O)[nH]2)nc2ccccc2c1=O (stereo not given)	13.6	1.4	-13.9	-2.9	3.7	0.0	-5.1	-1.5	-4.2
COC(=O)C1ON2OC(C(=O)OC)C(C(=O)OC)C2C1CC(C)=O (stereo not given)	-4.0	1.0	3.4	-0.2	1.4	1.7	3.5	2.9	-3.3
O=C1C2C3C=CC(C4CC34)C2C(=O)N1/N=C/c1cccs1 (stereo not given)	4.5	1.7	-1.8	13.9	0.1	-5.3	10.1	-0.8	2.2
C=CCn1c(SCc2cc(=O)n3ccsc3n2)nc2ccccc2c1=O	4.4	5.3	6.4	-16.4	0.8	33.6	-2.8	1.1	-4.5
Cc1nn(-c2ccc(F)cc2)c2sc(C(=O)O)cc12	0.5	4.5	8.0	-1.5	1.3	0.0	0.7	0.5	-1.7
O=C(CCS(=O)(=O)c1cccc2nsnc12)NCc1ccccc1	-4.0	5.7	-3.4	5.0	0.6	-1.2	0.0	0.1	0.8
O=C1CS(=O)(=O)N(Cc2ccccc2F)c2ccc(Br)cc21	-4.1	-7.9	-3.5	4.5	0.7	-4.0	-8.7	3.2	.

Quoted from the listing.
Reading of O=C1CS(=O)(=O)N(Cc2ccccc2F)c2ccc(Br)cc21 in M4 ag: 0.7
Reading of CCOC(=O)CSC1=N/C(=C/c2ccc(-n3cncn3)cc2)C(=O)N1C(C)=O in M4 ag: 1.4
Reading of CC(Oc1ccc2cc(-c3ccccc3)c(=O)oc2c1)C(=O)NCC1CCC(C(=O)O)CC1 (stereo not given) in M5 ag: -0.1

(further entries)
SMILES	M5 antag	CHRM4 PAM	M5 PAM	CRFR2-BP antag	M4 ag	CRFR2-BP ag	CHRM4 antagonist	M5 ag	IDE inh
N=C1/C(=C/c2ccc(Br)o2)C(=O)N=C2SC(CC(=O)N3CCCC3)=NN12	0.4	2.5	-1.2	-4.6	1.1	0.7	0.6	-3.2	7.8
C=CCNc1ncnc2c1[nH]c1ccc(C)cc12	8.5	-13.8	-10.1	-4.6	5.2	0.4	10.3	4.4	30.1*
CN1CCN(C2CCN(Cc3ccc(O)c4ncccc34)CC2)CC1	4.8	2.8	5.3	-0.4	0.1	3.1	5.0	-0.6	-1.4
CCCCn1ccnc1C(=O)c1cc(S(=O)(=O)N2CCOCC2)ccc1C	2.2	-2.2	-10.4	4.4	6.5	-0.6	12.5	4.8	1.8
O=C(Cc1cccc(NC(=O)C2CCCN(C(=O)c3ccccc3)C2)c1)Nc1ccc(C(=O)N2CCCCC2)cc1 (stereo not given)	8.9	-5.7	-1.8	-14.7	0.0	-1.3	8.5	1.4	.
CN1CCN(C(=O)c2cc3c(c(-c4cccc(-c5cccnc5)c4)n2)[C@H](CCO)N(C(=O)CC2CC2)C3)CC1	-3.2	1.3	5.6	.	1.5	.	-5.1	-0.6	.
O=C(CN1CCc2ccccc2C1)Nc1ccccc1C(=O)NC1CC1	6.3	-2.7	-1.2	-15.3	3.2	0.7	0.3	1.8	-2.9
CN1C(=O)Cc2cc(S(=O)(=O)N3CCN(c4ccc(Cl)cc4)CC3)ccc21	3.9	-0.6	0.4	-4.1	0.1	-0.1	11.5	-4.2	1.4
CCC(=O)Nc1nc(CC(=O)Nc2ccccc2OC)cs1	-3.7	15.0	0.7	3.8	1.4	-1.8	-4.3	-2.3	-0.1
CCN(CC)S(=O)(=O)c1ccc(N/N=C/c2ccc(O)cc2O)nc1	-11.0	-2.4	-3.1	-14.8	5.2	0.7	-0.6	3.7	-3.0
O=C(NNc1ccc([N+](=O)[O-])cc1[N+](=O)[O-])c1ccco1	5.0	-3.6	-4.0	31.6	8.8	8.2	2.3	6.5	-0.4
COc1ccc(CCC(=O)NCCS(=O)(=O)N2CCN(c3ccccc3)CC2)cc1	15.7	-3.0	-22.6	23.8	19.7	-1.6	-6.9	2.5	-6.9
COc1ccc(-c2ccc(/C=C(\NC(=O)c3ccccc3)C(=O)N3CCOCC3)o2)cc1	4.1	3.1	9.7	-6.9	1.4	-0.3	-5.7	4.6	8.3
O=S(=O)(c1ccc(NC(=S)NN=C2CCCCC2)cc1)N1CCOCC1	0.6	-7.2	1.2	-2.9	1.2	-1.5	-5.4	-1.3	-11.3
